# Bioassay records: PubChem BioAssay, Sanford-Burnham Center for Chemical Genomics
# MIN6 prolif: MIN6 beta-cell proliferation induction | AID 2380 | MIN6 cells proliferation, ATPlite luminescence, 48 h; cells starved in 0.2% serum; 100% = growth in 10% serum | 330,000 compounds, 0.29% hits | proliferation, % at 10 µM;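 active means compounds whose signal lies at least 3.5 SD above the mean of all wells on their plate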;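 further: 0% = DMSO-treated cells in low-serum medium and 100% = 10% serum control; some compounds called inactive have numbers as strong as hits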
# PfG6PD inh: PfG6PD (Plasmodium falciparum) enzyme inhibition; PfGluPho enzyme, NADPH resazurin-diaphorase fluorescence; inhibition, % at 20 µM; 350,000 compounds, 0.78% hits;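 active means inhibition reaching at least a set limit at 20 µM in the primary screen, cut at about 59% in these data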;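 further: 0% = DMSO wells with substrate and 100% = DMSO wells lacking glucose-6-phosphate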
# SENP7 inh: inhibitors of human SENP7 protease. Q9BQF6. recombinant SENP7, Z-RLRGG-aminoluciferin luminescence, 40 min. inhibition, % at 5 µM. 330,000 compounds, 1.5% hits;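 active means inhibition above about 50% at the single test dose, limit read from the data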;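 further: plate controls were DMSO with enzyme for no effect and no enzyme buffer wells for full effect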
# Target sequence (Q9BQF6 706-1050 limits assumed): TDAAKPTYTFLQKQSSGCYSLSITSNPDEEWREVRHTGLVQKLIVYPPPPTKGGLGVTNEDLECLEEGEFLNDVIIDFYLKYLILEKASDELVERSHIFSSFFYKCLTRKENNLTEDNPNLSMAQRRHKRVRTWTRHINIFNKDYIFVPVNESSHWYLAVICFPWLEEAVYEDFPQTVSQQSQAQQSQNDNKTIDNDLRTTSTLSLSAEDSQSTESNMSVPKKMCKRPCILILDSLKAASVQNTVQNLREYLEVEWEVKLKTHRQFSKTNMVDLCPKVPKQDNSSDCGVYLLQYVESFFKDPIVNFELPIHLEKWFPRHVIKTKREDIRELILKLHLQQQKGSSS
# SENP6 block: blocks the human protease SENP6. Recombinant SENP6 catalytic domain, aminoluciferin luminescence. 330,000 compounds, 1.8% hits. inhibition, % at 10 µM;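 active means inhibition above about 50% at the single tested dose, limit read from the data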;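 further: plate controls were DMSO wells with enzyme for no effect and DMSO wells lacking enzyme for full effect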
# UBC13 polyUb: human UBC13 polyubiquitination inhibition; UBC13 polyubiquitin chain formation, TR-FRET; 330,000 compounds, 0.47% hits; inhibition, % at 20 µM; P61088; in the data active means inhibition above about 45%, passing the limit was not always enough
# Target sequence (P61088 whole entry, looked up): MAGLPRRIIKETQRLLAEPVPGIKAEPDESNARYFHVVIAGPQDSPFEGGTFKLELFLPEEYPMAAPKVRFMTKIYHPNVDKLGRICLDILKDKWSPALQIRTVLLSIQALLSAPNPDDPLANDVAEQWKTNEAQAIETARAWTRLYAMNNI
# SENP8 block-1: inhibitors of human SENP8 protease; Q96LD8; AID 602440; 360,000 compounds, 0.64% hits; recombinant SENP8, Nedd8 substrate fluorescence; inhibition, % at 20 µM; in the data active means inhibition mostly above about 40%, no sharp cut-off; inactive means mostly below about 27%
# Target sequence (Q96LD8 whole entry, looked up): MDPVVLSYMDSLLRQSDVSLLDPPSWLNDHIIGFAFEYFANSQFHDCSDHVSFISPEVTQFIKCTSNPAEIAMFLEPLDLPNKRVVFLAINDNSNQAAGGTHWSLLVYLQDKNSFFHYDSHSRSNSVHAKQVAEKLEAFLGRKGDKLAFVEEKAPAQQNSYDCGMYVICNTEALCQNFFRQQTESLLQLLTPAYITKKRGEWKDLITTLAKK
# SENP8 block-2: blocks the human protease SENP8 | Q96LD8 | purified SENP8, Z-RLRGG-aminoluciferin cleavage, luminescence | inhibition, % at 10 µM | 330,000 compounds, 1.2% hits | AID 2540; in the data active means inhibition above about 50%
# HKDC1 inh: blocks human hexokinase HKDC1 activity; Q2TB90; inhibition, % at 20 µM; AID 493160; recombinant HKDC1, G6PDH/diaphorase resazurin coupled fluorescence; 340,000 compounds, 0.16% hits;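 active means inhibition above about 35% when tested at 20 µM, limit read from the data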;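 further: plate controls were DMSO wells with enzyme for no effect and DMSO wells lacking enzyme for full effect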
#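 Test system: recombinant HKDC1 (HK5) hexokinase enzyme, produced in-house / Doses: 20 µM test compound, 1% DMSO / Timing: 90 min, room temperature / Detection: G6PDH/diaphorase-coupled fluorescence, 1 mM NADP, 100 µM resazurin, 525/613 nm / Control set: DMSO wells with and without enzyme mix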
# SENP1 inh: blocks the human SENP1 SUMO protease catalytic domain | Q9P0U3 | recombinant SENP1 catalytic domain, CyPet-SUMO1-YPet FRET cleavage | 360,000 compounds, 0.21% hits | inhibition, % at 10 µM | AID 624204;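 active means inhibition at least 30% at 10 µM, raw YFP signal under a set limit, fluorescence ratio 0.5 to 1.5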;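 further: 0% = enzyme with DMSO and 100% = no enzyme wells; some results filed as inactive read as strong as hits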
# Target sequence (Q9P0U3 419-644 limits assumed): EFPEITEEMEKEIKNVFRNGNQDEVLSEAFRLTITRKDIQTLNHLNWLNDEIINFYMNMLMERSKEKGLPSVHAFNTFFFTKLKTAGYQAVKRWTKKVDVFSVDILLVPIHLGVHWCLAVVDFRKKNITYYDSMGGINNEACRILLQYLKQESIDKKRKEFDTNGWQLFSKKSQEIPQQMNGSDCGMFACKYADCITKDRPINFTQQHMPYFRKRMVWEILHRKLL
#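 Material: hSENP1 catalytic domain, recombinant; medium: Tris pH 8 with BME, BSA, NP40 and catalase; compound: single concentration of 10 µM compound, 0.5% DMSO final; technique: FRET read of cyan and yellow fluorescence; timing: 50 min enzyme reaction, room temperature, light-protected; reagent: SFCypet-SUMO1-SFYpet substrate at 25 nM; control set: no-enzyme low, enzyme-DMSO high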
# Numbers without * were called inactive; / = no result given; & = joins results of further samples. Compounds as they come. Share with any hit: about 4%.
SMILES,MIN6 prolif,PfG6PD inh,SENP7 inh,SENP6 block,UBC13 polyUb,SENP8 block-1,SENP8 block-2,HKDC1 inh,SENP1 inh
CCOC(=O)c1c(C)n(-c2ccc(C)cc2)c2ccc(OCC(O)CNCC3CCCO3)cc12 (stereo not drawn),-6,16,0,5,56*,-12,2,-2,0
CC(NC(=O)c1ccccc1C(=O)O)c1ccc(-n2ccnc2)cc1 (stereo not drawn),0,-3,10,-8,-1,-8,-10,-3,1
CCOC(=O)CSC1=NN2CCS(=O)(=O)N=C2S1,-2,-6,2,-9,0,6,-1,-8,1
O=C(NCCCn1ccnc1)Nc1ccc(Cl)cc1,4,0,-4,-16,-8,2,-8,-10,1
CCOC(=O)N1CCN(C(=O)CN(c2cccc(C(F)(F)F)c2)S(C)(=O)=O)CC1,1,-13,-5,-14,2,8,-3,-5,0
O=C(O)c1ccccc1OC(=O)C12CC3CC(CC(C3)C1)C2,2,-10,6,-6,-9,12,2,-2,2
COCC(=O)NNS(=O)(=O)c1ccccc1[N+](=O)[O-],-2,-15,0,-29,0,7,2,-6,4
COc1ccc(CCN2C(=O)CC(N3CCOCC3)C2=O)cc1 (stereo not drawn),-3,-1,11,-12,0,-1,-2,-6,3
Cc1nnc(SCC(=O)Nc2cc(C(N)=O)cc(C(N)=O)c2)n1-c1ccccc1,-2,-9,1,-20,2,5,1,-3,3
Cc1nn(C)c(C)c1NC(=O)CN1CCC(O)(c2ccc3c(c2)OCO3)CC1,0,-7,1,3,0,3,2,-12,-1
CCOC(=O)C1CCCN(CC(=O)Nc2ccc(C(=O)Nc3ccccc3OC)cc2)C1 (stereo not drawn),-3,-9,-9,-16,-2,3,-9,-4,0
Cc1c(Nc2nc3ccccc3n3cnnc23)cccc1[N+](=O)[O-],2,6,-12,-22,-14,8,0,-3,6

# An excerpt of these results, with tabs:
molecule	MIN6 prolif	PfG6PD inh	SENP7 inh	SENP6 block	UBC13 polyUb	SENP8 block-1	SENP8 block-2	HKDC1 inh	SENP1 inh
COCC(=O)NNS(=O)(=O)c1ccccc1[N+](=O)[O-]	-2	-15	0	-29	0	7	2	-6	4
CC(NC(=O)c1ccccc1C(=O)O)c1ccc(-n2ccnc2)cc1 (stereo not drawn)	0	-3	10	-8	-1	-8	-10	-3	1
CCOC(=O)c1c(C)n(-c2ccc(C)cc2)c2ccc(OCC(O)CNCC3CCCO3)cc12 (stereo not drawn)	-6	16	0	5	56*	-12	2	-2	0
O=C(NCCCn1ccnc1)Nc1ccc(Cl)cc1	4	0	-4	-16	-8	2	-8	-10	1

# (further entries)
SMILES,MIN6 prolif,PfG6PD inh,SENP7 inh,SENP6 block,UBC13 polyUb,SENP8 block-1,SENP8 block-2,HKDC1 inh,SENP1 inh
Cc1cccnc1NC(=O)CCNS(=O)(=O)c1ccc2c(c1)c(=O)n(C)c(=O)n2C,-2,-17,3,-7,10,6,1,-4,0
CCCCn1c(N)c(N(CCOC)C(=O)CSCc2c(C)noc2C)c(=O)[nH]c1=O,2,-11,4,1,4,-42,8,7,-25
CC(NC(=O)Nc1ccccc1)C(c1cccs1)N1CCN(c2ccccc2)CC1 (stereo not drawn),-4,-8,-7,0,-14,16,-8,1,2
CCC(=O)c1cc(-c2nc3ccccc3n2C)n(C)c1,-2,19,-2,-8,-1,-37,-6,-2,5
COc1cccc(NC(=O)CN(C)S(=O)(=O)c2ccc3c(c2)CCC(=O)N3)c1,5,-8,6,-2,0,9,-4,-7,1
Cc1ccccc1Nc1ncnc2c1cnn2-c1ccccc1,1,17,-22,-6,15,5,-4,-3,0
COc1ccc2c(c1)C1CC(C)(NC(=O)C1S(=O)(=O)c1ccc(F)cc1)O2 (stereo not drawn),4,31,-4,-11,-3,8,-1,5,1
Cc1cc(=O)oc2cc(OCC(=O)Nc3nnc(C4CC4)s3)ccc12,-5,-31,-6,-1,-9,-73,-7,-3,0
COc1cccc(C(=O)Nc2ncc3c(n2)CC(c2ccc(OC)cc2OC)CC3=O)c1 (stereo not drawn),-1,13,-7,-5,5,3,3,11,2
CCSc1ccccc1C(=O)Nc1ccc2c(c1)OCO2,-4,0,10,2,4,9,-3,-2,-2
CCOC(=O)c1cnc2ccccc2c1Nc1cc(C(=O)O)ccc1C,4,-8,1,3,-8,5,-2,-9,-5
COc1cc(C#N)c(NC(=S)N2CCOCC2)cc1OC,0,/,9,7,11,/,-6,/,/
Cc1cc(CNC(=S)Nc2ccc(Br)cc2Cl)nn1C,-1,-10,4,16,5,11,-2,-2,0
COCCN1C(=O)C(CC(=O)Nc2ccc(C(C)=O)cc2)SC1=Nc1ccccc1 (stereo not drawn),-1,-1&-10,1,-20,-2,18&-49,-4,-3&2,2&2
CC(C(=O)O)N1c2cccc3cccc(c23)S1(=O)=O (stereo not drawn),-1,-1,-11,0,-1,-301,-1,0,-3
COc1ccc(/C=N/NC(=O)c2sc3nc(C)cc(C)c3c2N)cc1,1,5,3,-12,16,-419,0,-4,-31
OC(CNC1CCCC1)COc1ccc(Cl)cc1 (stereo not drawn),0,1,9,-11,-6,12,-6,-4,1
Cc1cc(C)n(-c2nc3c(c(=O)[nH]c(=O)n3C)n2Cc2cccc(Br)c2)n1,-1,3,1,-9,2,17,-2,-4,1
COCCCNC(=O)c1ccccc1-c1cc(C)no1,-1,-4,-6,-17,9,3,-1,-5,0
O=C(NCCOc1ccccc1F)C1CCC(=O)N(CCc2cccc(F)c2)C1 (stereo not drawn),-6,4,11,-15,-2,6,-15,-9,0
CCOc1ccccc1NC(=O)CCc1nnc2ccc(NCc3ccco3)nn12,1,4,2,-4,2,4,8,3,-14
Cc1cccc(-c2ccc3c(c2)C2CC3CCN2C)c1 (stereo not drawn),/,2,/,/,/,4,/,-2,1
CS(=O)(=O)N(CC(=O)Nc1ccccc1Sc1ccccc1)C1CCCCC1,-4,17,7,13,6,6,-4,0,1
O=C(CN1C(=O)C2CC=C(Cl)CC2C1=O)NCc1ccccc1 (stereo not drawn),-2,-21,-14,-2,-11,-13,-9,-6,-29
CCCNC(=O)Nc1nc2ccccc2s1,-3,14,6,7,-14,22,-6,-2,0
Cc1cc(Nc2ccccc2)n(C(=O)c2ccc(N)cc2)n1,0,-17,15,-20,-6,21,-14,5,3
Clc1ccc2[nH]c(-c3ccccc3)cc2c1,-1,43,60*,70*,-1,-372,62*,-1,-1
C(=C\c1nnc2c3ccccc3ncn12)/c1ccccc1,/,1,/,/,/,-126,/,-10,2
COc1ccc(N(C)S(=O)(=O)c2cccc(C(=O)Nc3nc(C)c(C(C)=O)s3)c2)cc1,-3,-26,-3,0,-6,-100,-23,1,-6
CCCCc1nnc(NC(=O)Cn2cnc3ccccc3c2=O)s1,-2,-10,-9,-6,12,14,3,-10,-1
O=c1c2ccccc2nc2n1C(CSc1ccc(Br)cc1)CN2 (stereo not drawn),0,17,-4,6,-5,11,10,-1,1
N#CC(=C=[N-])c1nc2ccccc2nc1-[n+]1cccc(NC(=O)c2ccccc2)c1,-4&-2,-1,-4&3,-14&-6,-68&-65,5,10&-1,-2,-10
CC(NC(=O)c1cnccn1)c1ccc(S(N)(=O)=O)cc1 (stereo not drawn),0,-1,-1,-3,-4,12,5,-7,2
CN1C(=O)C2(C(C#N)=C(N)Oc3c2oc(CO)cc3=O)c2ccccc21 (stereo not drawn),-2,3,0,6,1,15,3,-5,1
Cc1ccc(C(=O)NCC(=O)N(C)Cc2cccc(F)c2)s1,-3,-4,7,-9,-3,18,-6,-8,4
Cc1cc(NC(=O)CSc2ccc(-c3ccc(Br)cc3)nn2)no1,4,35,-9,-2,-2,6,3,-3,-4
Cc1cc(C)c(S(=O)(=O)Nc2ccc(-c3cn4ccccc4n3)cc2)c(C)c1,-3,16,10,-27,7,-253,-5,6,6
Cc1cc(C)nc(NC(N)=S)n1,2,11,-2,4,8,31,2,-1,0
COc1cc(OC)c(N(C)S(=O)(=O)c2cccc(C(=O)OCC(=O)c3c[nH]c4ccccc34)c2)cc1Cl,0,7,-1,8,-3,6,2,-4,-3
NNC(=O)c1oc2nc(-c3cccs3)cc(-c3ccco3)c2c1N,-3,/,3,11,-54,-64,9,/,-23
CCC(NC(=O)CN1CCN(C(=O)c2cccs2)CC1)c1ccc(C)cc1 (stereo not drawn),-7,-7,-1,9,-4,20,10,1,-5
O=C1NC(NS(=O)(=O)c2ccccc2)(C(F)(F)F)C(=O)N1c1cccc(Cl)c1 (stereo not drawn),-1,-11,2,-31,-8,20,0,-3,2
CC(=O)CCS(=O)(=O)c1ccc(NC(C)=O)cc1,1,6,-3,-6,6,9,-1,-6,2
CCN(c1ccccc1)C1(O)C(=O)c2ccccc2C1=O,-3,5,0,-13,0,5,-4,-10,2
CCCc1cc(=O)oc2cc(OCc3ccc(OC)cc3)c(Cl)cc12,1,-29,-5,-2,2,-179,-1,-8,-4
CCOC(=O)/C=C/C(=O)N1CCN(C(=O)/C=C/C(=O)OCC)CC1,0,5,-9,6,12,10,0,3,-1
CC(C)(C)c1ccc(C(=O)N2CCCCCC2=O)cc1,0,0,17,6,-1,10,5,-2,2
Cc1nc2ccc(NC(=O)N3CCSCC3)cc2nc1C,-2,-4,-2,5,6,-416,6,3,22
CC(=O)Nc1ccc(S(=O)(=O)N(C)CC(=O)NC2CCCC(C)C2C)cc1 (stereo not drawn),-1,-12,7,-4,-2,7,-2,1,2
CC12CCC(=O)N1C(C(=O)Nc1ccc(S(=O)(=O)N3CCCCC3)cc1)CS2 (stereo not drawn),0,15,6,-7,-1,2,-16,-4,0
COc1ccc(C/C(N)=N/OC(=O)C(c2ccccc2)c2ccccc2)cc1OC,-4,-10,-14,-5,-5,0,-7,-1,3
Cn1cnnc1SCC(=O)Nc1ccc2nc(SCc3ccccc3F)sc2c1,-1,-9,-8,21,-1,-7,9,4,-4
C=C(C)CNC(=O)CCc1nnc(Cc2cccc(C(F)(F)F)c2)o1,-2,-4,0,7,-4,-3,4,-7,1
CC[C@]12c3[nH]c4cc(CCC(=O)N(C)C)ccc4c3CCN1C(=O)[C@@H](CC(=O)NCCN1CCOCC1)C[C@@H]2C(=O)N1CCN(C(=O)C2CC2)CC1,/,8,3,/,/,4,/,-8,1
O=C(Nc1ccccc1)C(c1ccccc1)c1ccccc1,-3,5,-12,11,-2,6,-5,3,0
COc1cccc(C(=O)N2CCN=C2SC)c1,-1,9,-5,-1,11,4,-5,-2,-2
CC(NC(=O)C(=O)NCCC1=CCCCC1)c1ccccc1 (stereo not drawn),0,-12,-2,12,-3,16,-2,-3,1
CC1(c2ccccc2Cl)NC(=O)N(CC(=O)NCc2ccc3c(c2)OCO3)C1=O (stereo not drawn),-4,5,0,-6,-8,8,-3,1,1
CCOC(=O)c1ccc(-c2cccc(-c3cc(=O)oc4cc(OC)cc(OC)c34)c2)cc1,/,22,1,/,/,-56,/,-3,1
COc1ccccc1C(CCNCc1ccc(N(C)C)cc1)c1ccc(OC(C)C)cc1 (stereo not drawn),-6,0,-3,-12,32,15,-3,3,2
O=C(O)c1ccc(Cl)c(NC(=O)C2CCCN2S(=O)(=O)c2cccc3nsnc23)c1 (stereo not drawn),-2,-5,1,3,-3,3,0,-8,2
